Screening results deposited in PubChem BioAssay by Sanford-Burnham Center for Chemical Genomics.
hIAP act – human IAP activators, primary screen, biochemical, luminescence, uHTS | purified human IAP, CDP-Star luminescence, 30 min; stronger effect = higher value; 1 = vehicle-only enzyme, 0 = enzyme-free background | activation factor at 10 µM | actives 0.16% (n = 330,000) | AID 2524, 2010;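 active means activation factor of the enzyme at least 2-fold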; further: the source names both 10 and 20 µM as test concentration; values of inactives mirror those of a sister screen read the other way
NR3A LBD binder – binders of NR3A ligand-binding domain, primary screen, biophysical, differential scanning fluorimetry, uHTS | Glutamate receptor ionotropic, NMDA 3A (GRIN3A) ligand-binding domain | NR3A LBD differential scanning fluorimetry, Tm shift; 0% = protein alone, 100% = glycine-bound protein | Tm shift relative to glycine control, % at 25 µM | actives 2.5% (n = 340,000) | AID 1259313, 2017;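 active means melting temperature shift of at least 10% of the positive control shift, at one fixed dose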
MPTP block – mitochondrial permeability transition pore inhibitors, primary screen, biochemical, isolated mouse mitochondria, absorbance. inhibition, % at 10 µM. AID 602449, 2012. Ca2+ swelling absorbance, 30 min. actives 1.4% (n = 360,000);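 active means inhibition of 50% or more, scaled per plate between neutral and stimulator controls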;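 further: 0% = DMSO wells given calcium and 100% = 1 mM EGTA wells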
SENP1 inh – human SENP1 catalytic domain inhibitors, primary screen, biochemical, FRET, uHTS; recombinant SENP1 catalytic domain, CyPet-SUMO1-YPet FRET cleavage; inhibition, % at 10 µM; actives 0.21% (n = 360,000); AID 624204, 2012;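 active means inhibition at least 30% at 10 µM, raw YFP signal under a set limit, fluorescence ratio 0.5 to 1.5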;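 further: 0% = enzyme with DMSO and 100% = no enzyme wells; some results filed as inactive read as strong as hits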
Target sequence (Q9P0U3 419-644 limits assumed): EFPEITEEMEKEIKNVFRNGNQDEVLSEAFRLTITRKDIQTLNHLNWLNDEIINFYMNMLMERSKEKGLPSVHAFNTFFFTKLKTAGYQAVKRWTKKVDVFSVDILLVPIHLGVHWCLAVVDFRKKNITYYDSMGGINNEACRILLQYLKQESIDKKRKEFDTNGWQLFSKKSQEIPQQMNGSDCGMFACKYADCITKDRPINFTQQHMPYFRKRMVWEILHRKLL
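system = hSENP1 catalytic domain, recombinant | reagent = SFCypet-SUMO1-SFYpet substrate at 25 nM | doses = one dose per compound, 10 µM, 0.5% DMSO | incubation = enzyme reaction for 50 min at room temperature, dark | measured by = FRET, CFP and YFP emission | controls = no-enzyme low, enzyme-DMSO high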
ATG4B inh – ATG4B protease inhibitors, primary screen, biochemical, fluorescence, uHTS; actives 0.51% (n = 340,000); AID 504462, 2011; ATG4B cleavage of LC3-PLA2, NBD-HPC fluorescence, 1 h; inhibition, % at 8.33 µM; Cysteine protease ATG4B (Homo sapiens), Q9Y4P1; in the data active means inhibition above about 40%
Target sequence (Q9Y4P1 whole entry, looked up): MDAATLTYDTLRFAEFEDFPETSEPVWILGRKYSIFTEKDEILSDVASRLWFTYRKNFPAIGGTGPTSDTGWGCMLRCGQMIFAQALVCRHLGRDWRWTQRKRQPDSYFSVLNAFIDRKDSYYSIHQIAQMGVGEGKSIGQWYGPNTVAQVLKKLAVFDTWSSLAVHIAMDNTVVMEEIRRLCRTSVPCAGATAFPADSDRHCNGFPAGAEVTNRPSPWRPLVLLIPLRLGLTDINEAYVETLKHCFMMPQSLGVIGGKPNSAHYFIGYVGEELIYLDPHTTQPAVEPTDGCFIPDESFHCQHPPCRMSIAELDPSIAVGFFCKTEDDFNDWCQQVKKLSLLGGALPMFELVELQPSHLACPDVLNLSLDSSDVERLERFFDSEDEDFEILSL
SENP8 block – human SENP8 protease inhibitors, primary screen, biochemical, fluorescence, Nedd8 protein substrate, uHTS; recombinant SENP8; inhibition, % at 20 µM; actives 0.64% (n = 360,000); in the data active means inhibition mostly above about 40%, no sharp cut-off; inactive means mostly below about 27%
Target sequence (Q96LD8 whole entry, looked up): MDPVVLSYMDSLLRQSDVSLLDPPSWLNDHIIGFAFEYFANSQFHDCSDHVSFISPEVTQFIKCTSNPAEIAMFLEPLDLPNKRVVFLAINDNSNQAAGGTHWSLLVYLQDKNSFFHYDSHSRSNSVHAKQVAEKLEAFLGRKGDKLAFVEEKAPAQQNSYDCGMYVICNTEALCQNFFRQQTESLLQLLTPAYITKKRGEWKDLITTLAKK
PfG6PD inh – PfG6PD enzyme inhibitors, primary screen, biochemical, fluorescence intensity, uHTS | AID 504690, 2011 | inhibition, % at 20 µM | actives 0.78% (n = 350,000) | PfGluPho enzyme, NADPH resazurin-diaphorase fluorescence;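 active means inhibition reaching at least a set limit at 20 µM in the primary screen, cut at about 59% in these data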;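 further: 0% = DMSO wells with substrate and 100% = DMSO wells lacking glucose-6-phosphate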
SENP6 block – SENP6 protease inhibitors, primary screen, biochemical, luminescence, uHTS. Sentrin-specific protease 6 (Homo sapiens), Q9GZR1. Recombinant SENP6 catalytic domain, aminoluciferin luminescence. inhibition, % at 10 µM. actives 1.8% (n = 330,000). AID 2599, 2010;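 active means inhibition above about 50% at the single tested dose, limit read from the data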;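 further: plate controls were DMSO wells with enzyme for no effect and DMSO wells lacking enzyme for full effect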
* = called active by the depositor; . = no result given.

Molecule	hIAP act	NR3A LBD binder	MPTP block	SENP1 inh	ATG4B inh	SENP8 block	PfG6PD inh	SENP6 block
COC(=O)c1ccccc1NCc1cc(=O)oc2cc(O)c(O)cc12	0.74	-6	3.7	-23	3	-304	-39	-7
COc1ccccc1NC(=O)Cc1nnc(SCC(=O)NC2CCCC2)n1C	0.93	2	-0.5	1	-3	-3	-5	-1
C#CCOCCOCCOCCNc1nc(N2CCN(C(=O)[C@H](C(C)C)n3cc(CCO)nn3)CC2)nc(N2CCN(C(=O)[C@H](C(C)C)n3cc(CCO)nn3)CC2)n1	0.99	2	-0.6	4	-13	4	-1	-4
CCCCNC(=O)CCn1c(=O)c2ccccc2n(Cc2ccc(F)cc2)c1=O	0.9	-6	-1.8	2	11	8	-10	4
COC(=O)NC(C)N1C(=O)C2C3C=CC(C3)C2C1=O (configuration not stated)	1.1	-1	-2.2	2	-1	17	-2	-5
C/C(=N\N1CCN(C)CC1)c1ccc(Cl)c(Cl)c1	0.94	-2	-0.5	2	2	30	2	11
CCOc1cc(C(=O)Nc2ncccn2)cc(OCC)c1OCC	1	1	-2.1	-1	-7	17	-2	2
COc1ccc(NC(=O)C(Sc2ccccc2)c2ccccc2)c(OC)c1 (configuration not stated)	1.1	-1	0.5	3	2	18	-6	-3
COc1ccc(N2CCN(C(=O)CCn3nnc4ccccc43)CC2)cc1	0.96	4	8.0	3	-3	8	-5	-12
CCC(=O)c1cn(CC(=O)O)c2ccccc12	1.1	-4	-2.9	1	3	3	3	-10

Molecule	hIAP act	NR3A LBD binder	MPTP block	SENP1 inh	ATG4B inh	SENP8 block	PfG6PD inh	SENP6 block
O=C1Nc2ccccc2C(O)(C(=O)NCc2ccc3c(c2)OCO3)N1c1ccc(Cl)c(Cl)c1 (configuration not stated)	1.1	-1	0.7	3	-4	12	-12	-10
CN(C)c1ccc(/C=C/C(=O)c2cc(Cl)ccc2O)cc1	.	-21	4.2	-1	-4	30	9	.
CCC(C)NC(=O)C1CCCN(C(=O)Nc2ccc(F)cc2)C1 (configuration not stated)	0.95	1	1.1	-1	-2	8	7	11
Cc1cc(CN(C)Cc2ccc(OCC(O)CN(C)Cc3ccccc3)cc2)on1 (configuration not stated)	1.2	-3	8.3	1	6	1	3	-20
Cc1ccccc1N1CCN(Cc2nc(Cc3ccccc3)no2)CC1	0.92	1	1.2	-1	5	-24	8	10
CCOC(=O)Cn1cnc([N+](=O)[O-])n1	1.1	-1	3.3	3	-15	18	1	-4
CCOc1ccc(Nc2nc(N3CCOCC3)nc(N3CCOCC3)n2)cc1	0.88	1	0.1	-1	-3	16	-4	8
C/C(=N/NS(=O)(=O)c1ccc(C)cc1)[C@H]1C[C@@H]1c1ccccc1	0.96	1	0.9	1	5	16	2	24
NC(=O)CSc1nnc(-c2ccc(S(=O)(=O)N3CCOCC3)cc2)n1Cc1ccccc1	0.94	0	-2.4	2	8	2	-1	-4
CC(C)(SC(=S)N1CCCCCC1)C(=O)O	1.1	-1	-0.8	-2	-4	-1	1	-7

Molecule	hIAP act	NR3A LBD binder	MPTP block	SENP1 inh	ATG4B inh	SENP8 block	PfG6PD inh	SENP6 block
CC1(c2ccccc2)NC(=O)N(CC(=O)Nc2cccc(C#N)c2)C1=O (configuration not stated)	0.96	2	-0.5	0	-17	10	4	-1
Cc1ccc(S(=O)(=O)N2CCC(C(=O)OCC(=O)N(CC(C)C)C3CCS(=O)(=O)C3)CC2)cc1C (configuration not stated)	0.87	0	-1.1	1	4	12	-5	6
O=c1[nH]c2ccc(S(=O)(=O)Nc3ccccc3O)cc2[nH]1	1.4	3	0.7	16	7	4	-10	10
COc1ccc(Cl)cc1NC(=O)Nc1cc(C)on1	1.1	-21	1.1	2	10	8	3	-15
CCC(C)C(=O)N1CCc2cc(-c3csc(N)n3)ccc21 (configuration not stated)	0.95	-1	-1.2	0	-6	-34	12	-13
CCOC(=O)c1ccc(N(CC2CO2)S(=O)(=O)c2ccc(C)cc2)cc1 (configuration not stated)	.	-9	-1.4	1	-7	10	3	.
Cc1oc(-c2ccc(Cl)cc2)nc1CSCC(=O)NC1CCN(Cc2ccccc2)CC1	1.1	-3	13	-1	-4	1	-10	-40
COc1ccc(-c2csc(NC(=O)C(CC(=O)O)N3CCOCC3)n2)cc1 (configuration not stated)	1.1	-2	0.1	2	0	12	-4	-2
Cc1scc(C(=O)Nn2cnnc2)c1-c1ccccc1	0.82	-1	-4.5	2	21	4	-5	14
Nn1c(SCC(=O)N2CCCc3ccccc32)nnc1-c1ccc(Cl)cc1	0.92	1	-1.7	0	-1	21	-4	-6

Full records from above. Order of screens: hIAP act, NR3A LBD binder, MPTP block, SENP1 inh, ATG4B inh, SENP8 block, PfG6PD inh, SENP6 block
`Cc1oc(-c2ccc(Cl)cc2)nc1CSCC(=O)NC1CCN(Cc2ccccc2)CC1` is listed with 1.1, -3, 13, -1, -4, 1, -10, -40
`Cc1ccc(S(=O)(=O)N2CCC(C(=O)OCC(=O)N(CC(C)C)C3CCS(=O)(=O)C3)CC2)cc1C` (configuration not stated) is listed with 0.87, 0, -1.1, 1, 4, 12, -5, 6
`COc1ccc(-c2csc(NC(=O)C(CC(=O)O)N3CCOCC3)n2)cc1` (configuration not stated) is listed with 1.1, -2, 0.1, 2, 0, 12, -4, -2
`O=c1[nH]c2ccc(S(=O)(=O)Nc3ccccc3O)cc2[nH]1` is listed with 1.4, 3, 0.7, 16, 7, 4, -10, 10

Continuation:
Molecule	hIAP act	NR3A LBD binder	MPTP block	SENP1 inh	ATG4B inh	SENP8 block	PfG6PD inh	SENP6 block
Cc1ccc(S(=O)(=O)NC(CC(=O)O)c2ccc(F)cc2)cc1 (configuration not stated)	1.1	1	0.2	1	4	9	-1	1
O=C(NCCNc1ccccc1[N+](=O)[O-])c1cc(F)c(F)cc1Cl	1	-1	1.6	1	4	39	-2	16
Cc1ccc(NC(=S)NCCCN2CCOCC2)cc1	1.2	1	-1.0	0	-9	13	-5	-2
COc1cccc(OCC(O)CN2CCN(c3ccc(F)cc3)CC2)c1 (configuration not stated)	1	-1	0.5	-1	2	20	-11	3
CC(=O)N1c2ccc(S(=O)(=O)NCC3CCC(C(=O)NCc4ccco4)CC3)cc2CC1C (configuration not stated)	1.1	2	-0.2	1	-2	11	-3	11
Cc1cc(C)n2nc(C(=O)NC(C)(C)C)nc2n1	1.1	0	9.3	3	-9	8	-34	-4
CCOC(=O)CN=C1CC(C)(C)CC2=C1Sc1ncnc(N(C)C)c1N2	0.87	0	-1.2	13	-4	-12	51	0
O=S(=O)(NCc1cccnc1)c1cc(Cl)ccc1Cl	0.89	10	-1.8	2	-7	9	-11	7
Cc1ccc(S(=O)(=O)Nc2ccccc2CNc2cccc(C)n2)cc1	1.1	-2	4.9	2	-8	16	39	-21
COc1ccc(CNc2nc3c(c(=O)n(Cc4ccc(Br)cc4)c(=O)n3C)n2C)cc1	1	4	16	-4	-13	8	5	-4

Molecule	hIAP act	NR3A LBD binder	MPTP block	SENP1 inh	ATG4B inh	SENP8 block	PfG6PD inh	SENP6 block
O=C(C[n+]1cc(Br)cc(Br)c1)c1cccc([N+](=O)[O-])c1	1.1	-1	6.3	4	1	22	7	-4
CCC(CC)C1C(C#N)=C(N)Oc2n[nH]c(-c3ccccc3)c21 (configuration not stated)	1.1	-27	1.7	3	1	13	50	-2
CCN(c1cccc(C)c1)S(=O)(=O)c1ccc(-c2ccc(=O)[nH]n2)o1	1.1	-1	-0.8	1	3	-30	-6	-1
COc1ccccc1CNC1CCN(Cc2ccccc2)CC1	1.1	0	1.1	0	-2	13	-18	7
NNc1nc(-c2ccccc2)c2cc(Br)ccc2n1	0.91	-1	0.6	-17	-10	-18	23	-12
N#Cc1ccc(/C=C/C(=O)c2ccco2)cc1	1.4	0	-0.7	0	-3	19	13	-8
[O-]C1=N/[N+](=C/c2ccccc2Cl)CC1	1.3	1	-5.3	0	9	50*	6	-10
O=C(CCCC(=O)NN=Cc1ccc(Cl)cc1Cl)NN=Cc1ccc(Cl)cc1Cl	.	-7	2.8	3	-3	11	-18	.
CCOC(=O)[C@@H]1[C@H]2COc3ccc(Br)cc3[C@H]2N2C(=O)N(c3cccc(Cl)c3)C(=O)[C@]12C	1.1	-2	0.7	2	2	4	7	-10
Cc1cccc(Oc2ccccc2NC(=O)CSCC(=O)Nc2cc(C)on2)c1	1.1	0	-2.6	2	-3	10	12	1

Molecule	hIAP act	NR3A LBD binder	MPTP block	SENP1 inh	ATG4B inh	SENP8 block	PfG6PD inh	SENP6 block
O=C(Nc1ccccc1)/C(=C/c1ccccc1)c1ccccc1	1.1	3	4.1	1	20	19	24	10
COC(=O)N/N=C/c1ccc(Oc2ccccc2)cc1	1	-1	1.4	2	-1	13	11	17
COc1ccc([N+](=O)[O-])cc1NCc1ccccc1	1.2	-10	0.4	15	7	34	20	-22
CC1(C)Cc2c(sc3nc4n(c(=N)c23)CCC4)CO1	1	0	0.9	3	6	21	-10	6
CN(C(=O)CSc1nnnn1-c1ccc(O)cc1)C1CCS(=O)(=O)C1 (configuration not stated)	0.98	-1	1.6	3	5	15	-17	-2
COC(=O)c1sccc1N(C)S(C)(=O)=O	1.1	-1	-2.8	3	-2	16	-13	-1
CCOC(=O)n1c(=O)n(C)c2ccc(Cl)cc21	1.3	1	-1.1	-1	-1	0	-16	1
O=[N+]([O-])c1ccc(C(O)CN2CCOCC2)cc1 (configuration not stated)	0.98	-2	0.4	-1	0	6	-1	-22
C[C@H](CO)N1C[C@H](C)[C@@H](CN(C)C(=O)Nc2ccccc2)Oc2ccc(NS(=O)(=O)c3cn(C)cn3)cc2C1=O	0.87	4	0.1	-1	3	14	-6	0
CN(Cc1ccccc1)C(=O)c1[nH]cnc1C(=O)NC1CCN(C(=O)OC(C)(C)C)CC1	1.2	0	0.6	-18	2	5	-14	13
COc1ccc(OC)c(NC(=O)c2ccc(S(=O)(=O)N3CCN(C)CC3)cc2)c1	0.92	1	3.2	1	-11	8	3	-6
CC(=O)NC12CC3CC(C1)CC(C(=O)Nc1c(C)n(C)n(-c4ccccc4)c1=O)(C3)C2	0.96	2	0.7	1	3	-3	-9	-11
